SMN2 splice up: increases expression of the SMN2 splice variant; HEK293 SMN2-luciferase splicing reporter, luminescence, 30-36 h; Potency, µM (series often up to 46.1 µM), for inactives: at the highest dose activity change, positive = activation, usual class: activators; hit rate 2.8% among 210,000; note: % of control where 0% means no effect; nearly all actives have a fitted effect of over 55% in size
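qHTS luciferase splicing reporter: luminescence rises when SMN2 exon 7 is included in transfected HEK293 cells. Compound exposure lasted 30-36 h at 37C, with 4.5 mM final sodium butyrate as control, followed by a ONE-Glo read.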
TRb SRC2 PPI: TRbeta-SRC2 interaction inhibition; P10828; TRbeta-SRC2 peptide binding, fluorescence polarization; receptor liganded with 1 µM T3; hit rate 0.065% among 280,000; Potency, µM (doses to about 106 µM), for the others: top-dose activity change, negative = inhibition, most hits filed as inhibitors;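 note: plate controls were bound peptide for no effect and peptide without receptor for full effect; nearly all actives have a fitted effect of over 50% in size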
Target sequence (P10828 whole entry, looked up): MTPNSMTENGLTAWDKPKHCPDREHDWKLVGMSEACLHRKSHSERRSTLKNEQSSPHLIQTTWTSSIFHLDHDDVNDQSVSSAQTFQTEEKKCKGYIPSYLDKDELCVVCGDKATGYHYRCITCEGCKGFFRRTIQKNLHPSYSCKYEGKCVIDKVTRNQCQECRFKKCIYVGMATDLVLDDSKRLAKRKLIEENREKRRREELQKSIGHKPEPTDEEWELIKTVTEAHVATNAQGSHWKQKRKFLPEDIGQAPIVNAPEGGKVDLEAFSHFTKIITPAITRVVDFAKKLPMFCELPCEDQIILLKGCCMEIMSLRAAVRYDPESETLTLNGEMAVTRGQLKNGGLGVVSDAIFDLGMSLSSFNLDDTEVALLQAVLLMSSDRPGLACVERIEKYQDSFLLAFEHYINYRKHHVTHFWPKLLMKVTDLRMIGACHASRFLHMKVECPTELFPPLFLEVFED
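Fluorescence polarization of 20 nM Texas Red SRC2 peptide with 0.6 uM human TRb ligand-binding domain, in Tris buffer with 1uM T3 and 5% DMSO. Incubated 5 hr ambient; normalized to unbound and bound controls.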
Lamin A splicing: modulators of lamin A splicing | HeLa LMNA splicing GFP/RFP minigene ratio, 48 h | Potency, µM (series often up to 46.1 µM), inactives show at the highest dose ratio change, negative = inhibition, actives largely listed as inhibitors | hit rate 0.01% among 200,000 | AID 1487; active = well fitted inhibition curve with a large enough effect in the signal ratio, with a control signal flat, not every such curve was filed as active; inconclusive = small, poorly fitted or top-dose-only effect, or effect the other way, or a change in a side signal; the % refers to the signal ratio; note: % is set by controls: 0 for no effect and ±100 for the full control effect
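S3 HeLa cells stably expressing lamin A-EGFP splicing minigene plus DsRed2, 600 cells/well, 48 h compound exposure at 37C. Laser-scanning cytometry; analysed as GFP (500-530 nm)/RFP (575-640 nm) total intensity ratio; 0.5% DMSO vehicle.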
GoLoco inh red: RGS12 GoLoco-Gai1 interaction inhibition. P63096. Gai1:RGS12 GoLoco peptide FP, rhodamine, 10 min. Potency, µM (top dose mostly 61.6 µM), inactives show at the top dose activity, negative = inhibition, hits mostly inhibitors. hit rate 0.44% among 230,000. AID 880; active = well fitted inhibition curve with a large enough effect, not every such curve was filed as active; inactive = no such curve, though single readings can be large or run the other way; note: % is set by controls: 0 for no effect and ±100 for the full control effect; nearly all actives have a fitted effect of over 30% in size; many of its hits are not listed in these tables
RECQ1 helicase: RECQ1 (human) helicase inhibition; Potency, µM (top dose mostly 57.3 µM), inactives show at the top dose activity, negative = inhibition, actives largely listed as inhibitors; AID 2549; RECQ1 DNA unwinding, red fluorescence kinetic read; hit rate 0.54% among 240,000; P46063;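 note: plate controls were vehicle for no effect and no enzyme for full effect; nearly all actives have a fitted effect of over 30% in size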
Target sequence (P46063 whole entry, looked up): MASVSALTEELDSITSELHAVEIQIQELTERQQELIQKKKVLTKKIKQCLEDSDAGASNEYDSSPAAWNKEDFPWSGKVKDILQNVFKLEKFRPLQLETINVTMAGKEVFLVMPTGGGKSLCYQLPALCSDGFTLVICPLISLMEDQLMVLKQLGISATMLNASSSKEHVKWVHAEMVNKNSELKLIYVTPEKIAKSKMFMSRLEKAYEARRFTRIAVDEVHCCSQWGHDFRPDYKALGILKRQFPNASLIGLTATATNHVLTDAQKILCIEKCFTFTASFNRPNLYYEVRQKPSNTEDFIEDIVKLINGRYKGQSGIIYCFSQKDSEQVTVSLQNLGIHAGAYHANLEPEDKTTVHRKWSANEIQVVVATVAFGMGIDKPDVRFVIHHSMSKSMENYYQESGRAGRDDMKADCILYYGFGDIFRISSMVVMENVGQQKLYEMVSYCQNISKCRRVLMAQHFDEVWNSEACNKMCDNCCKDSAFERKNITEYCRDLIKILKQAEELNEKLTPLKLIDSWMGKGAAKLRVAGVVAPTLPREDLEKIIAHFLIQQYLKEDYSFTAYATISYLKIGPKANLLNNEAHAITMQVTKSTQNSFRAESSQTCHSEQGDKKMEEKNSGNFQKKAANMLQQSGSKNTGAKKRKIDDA
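RECQ1T1 50 nM; forked duplex (20 bp + 30-nt ss tails) 200 nM, ATP 2 mM final; pH 8.0, 2 mM MgCl2, 2.5 ug/ml poly(dI-dC); 15 min compound preincubation; discontinuous kinetic read over 2 h at RT.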
ALDH1A1 inh: blocks purified human ALDH1A1 activity | P00352 | Purified ALDH1A1, NADH fluorescence, propionaldehyde substrate | Potency, µM (titrated, usually from 75.3 µM), for inactives: at the top dose activity, negative = inhibition, usual class: inhibitors | hit rate 7.3% among 220,000; active = well fitted inhibition curve with a large enough effect, not every such curve was filed as active; inconclusive = small, poorly fitted or top-dose-only effect, or another doubt; inactive = no such curve, though single readings can be large or run the other way;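 note: plate controls were no enzyme wells and a reference inhibitor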
KDM4E inh: JMJD2E (human) inhibition | hit rate 1.6% among 230,000 | B2RXH2 | JMJD2E catalytic domain, FDH-coupled NADH fluorescence (FDH is formaldehyde dehydrogenase) | Potency, µM (series often up to 57.1 µM), for inactives: top-dose activity change, negative = inhibition, most hits filed as inhibitors | AID 2147; active = well fitted inhibition curve with a large enough effect, not every such curve was filed as active; inconclusive = small, poorly fitted or top-dose-only effect, or another doubt; inactive = no such curve, though single readings can be large or run the other way;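 note: 0% = wells with enzyme and -100% = buffer wells without enzyme; nearly all actives have a fitted effect of over 50% in size; many of its hits are not listed in these tables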
TexasRed fluor: alters Texas Red total fluorescence, flagging assay interference; TRb/SRC2 Texas Red total fluorescence interference; Potency, µM (titrated, usually from 106 µM), without a hit: at the top dose fluorescence change, negative = quenching; hit rate 0.29% among 280,000; active = well fitted curve in either direction with a large enough effect; inconclusive = small, poorly fitted or top-dose-only effect; note: % is set by controls: 0 for no effect and ±100 for the full control effect
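Human TRβ ligand-binding domain (0.6 uM) and Texas Red SRC2 peptide (20 nM) in Tris buffer with 1 uM T3 and 5% DMSO were incubated with pinned compound for 5 hr at ambient temperature. Total fluorescence was computed as S + 2P (555/632 nm).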
* = called active by the depositor; i = inactive; ? = inconclusive; · = no result given; [ ] = another dose, or the depositor's remark. Unless noted, calls come from the whole dose curve; as a rule, active = well fitted curve in the direction sought with a large enough effect; inconclusive = small, poorly fitted or top-dose-only effect, or another doubt; inactive = no such curve, though single readings can be large; an effect the other way counts as inactive or inconclusive. Potency is the fitted concentration of half-maximal effect.

SMILES	SMN2 splice up	TRb SRC2 PPI	Lamin A splicing	GoLoco inh red	RECQ1 helicase	ALDH1A1 inh	KDM4E inh	TexasRed fluor
C=CCn1sc(N)c(C(=O)OCC)c1=S	-11.9%	-2.5%	2.5%	6.2%	-5.5%	5.1%	1.8%	0.0%
COCC(=O)Nc1ccc(Br)cc1C	-2.5%	-5.5%	·	4.9%	-6.3%	-6.2%	-1.0%	-2.4%
Cc1cc(Cl)ccc1OCC(=O)N/N=C/c1ccc(OC2OC(CO)C(O)C(O)C2O)cc1 (stereo not given)	·	-6.7%	·	4.1%	-2.8%	·	-4.1%	-10.1%
O=C(N[C@@H](Cc1ccccc1)C(=O)CCl)OCc1ccccc1	-98.0%[inhibitor]	?	?	-8.7%	i	0.355µM*	-11.8%	-0.3%
COc1cccc(N2C(=O)/C(=C\c3cccs3)NC2=S)c1	26.9%	-1.5%	-25.2%[46 µM]	9.2%	i	15.3%	-6.0%	-3.4%
O=C(CN1C(=O)C2CC=CCC2C1=O)Nc1nnc(SCc2ccc(Cl)cc2)s1 (stereo not given)	-8.4%	-24.3%	-6.5%	-3.0%	i	?	-2.8%	-0.5%
CC(C)(C)C1=Nn2c(nnc2-c2ccccc2F)SC1	·	0.4%	-2.9%	·	i	1.4%	2.1%	3.2%
Nc1ccc(C(=O)N/N=C2\CCCc3c2[nH]c2ccccc32)cc1	-5.7%	3.2%	1.1%	2.5%	-7.2%	-4.1%	?	-2.4%
CCC(c1nnc(SCC(=O)Nc2ccc(Cl)cc2C(F)(F)F)n1C1CCCCC1)N(C)C (stereo not given)	·	1.2%	-9.8%	·	-11.5%	-0.9%	-0.2%	1.7%
CCN(CC)c1ccc(C2CC(=O)Nc3cc(OC)c(OC)cc32)cc1 (stereo not given)	-18.9%	6.7%	1.1%	-10.9%	i	12.6µM*	5.9%	-5.4%
Cc1csc(SCC(=O)Nc2ccc(S(=O)(=O)N3CCCC3)cc2)n1	-9.4%	-6.3%	?	7.7%	1.1%	14.1µM*	-0.7%	0.3%
COc1ccc2nc(N3CCCCC3)c(C#N)cc2c1	5.4%	-2.0%	0.8%	0.5%	-2.8%	?	?	-2.8%
CC(=C/c1ccco1)/C=N/NC(=O)c1ccncc1	·	-1.6%	·	6.9%	3.4%	·	-1.9%	-0.6%
CCOC(=O)c1ccc(Oc2nc(N(C)C)nc(N(C)C)n2)cc1	-5.2%	9.1%	-8.9%	5.6%	-19.4%	-2.9%	0.1%	1.5%
Fc1ccccc1/C=N/n1cnnc1	-15.2%	7.9%	?	-11.6%	-3.2%	2.5%	-5.1%	-4.6%
Cc1c(/C(O)=C2\C(=O)C(=O)N(CCCN(C)C)C2c2ccncc2)cnn1-c1ccccc1 (stereo not given)	1.0%	-10.3%	-0.5%	2.9%	0.2%	2.4%	0.0%	-2.7%
Cc1ccc(NC(=O)COC(=O)CN2C(=O)COc3ccccc32)cc1	-0.3%	-4.3%	9.3%	-6.0%	i	7.8%	1.3%	0.7%
Cc1ccc(Nc2nnc(SCC(=O)Nc3cccc(S(=O)(=O)NC4=NCCCCC4)c3)s2)c(C)c1	-36.0%	-1.5%	?	19.0%	-2.6%	?	0.2%	-1.0%
C/C=C(\C)CN1CCN(c2ccccc2)CC1	-0.5%	9.3%	7.6%	-14.8%	1.9%	10.2%	4.0%	0.5%
CCc1c(C)nc2ncnn2c1NCCc1ccc(OC)c(OC)c1	-58.8%[inhibitor]	-0.1%	?	-4.2%	-7.6%	-1.2%	-0.2%	-2.4%
CCOC(=O)N1CCC(NC(=O)C(NC(=O)C2CCC(C)CC2)C(C)CC)CC1 (stereo not given)	7.1%	7.1%	11.3%	3.5%	-1.1%	14.1%	6.4%	-0.8%
C/C=C/c1ccc(OCc2cc(=O)n3cc(C)ccc3n2)c(OC)c1	·	4.6%	?	6.7%	-28.7%	?	?	-1.0%
O=C(COC(=O)CCC1CCCC1)Nc1ccc(Cl)cn1	?	-6.9%	-11.4%	8.3%	2.7%	3.8%	-4.5%	-2.3%
O=C1OCC2=C1C(c1ccc(F)cc1)CC(=O)N2c1ccccc1 (stereo not given)	-5.7%	6.8%	·	6.1%	-5.7%	6.3%	-4.5%	-2.8%
Cc1ccc(-c2nc(-c3cccnc3)sc2CC(=O)Nc2ccc3nc(C)sc3c2)cc1	-4.7%	1.5%	?	22.1%	-1.0%	7.3%	-20.5%	0.7%
Following part
SMILES	SMN2 splice up	TRb SRC2 PPI	Lamin A splicing	GoLoco inh red	RECQ1 helicase	ALDH1A1 inh	KDM4E inh	TexasRed fluor
Cc1nc(CSc2n[nH]c(=O)n2-c2cccc(F)c2)cs1	·	1.6%	·	0.6%	-5.9%	6.2%	6.2%	-5.9%
C=CCOC(=O)C1=C[C@@H](c2ccc(C(F)(F)F)cc2)[C@H](CCCO)[C@@H](OCC)O1	·	-8.1%	·	7.9%	-17.8%	0.3%	-1.3%	-2.2%
N=c1scc(-c2ccccc2)n1/N=C/c1ccco1	?	-25.1%	-3.2%	14.7%	-12.6%	22.4µM*	-17.0%	-4.0%
CCN1CCCC1CNC(=O)COc1cc(=O)n(C)c2ccccc12 (stereo not given)	9.4%	0.5%	4.1%	26.4%	-1.7%	12.5%	-4.9%	2.6%
CCOC(=O)Cc1csc(NC(=O)c2ccc(NC(C)=O)cc2)n1	16.3%	-7.4%	-7.6%	1.0%	-3.0%	-2.6%	1.7%	1.7%
O=C1CS/C(=N/N=C/c2ccccc2OS(=O)(=O)c2ccccc2)N1	18.4%	-6.8%	?	2.3%	i	-13.5%	-2.1%	-2.0%
COc1cc(C2N(c3ccc(F)cc3)C(=O)C3CCCN32)cc(OC)c1OC (stereo not given)	3.1%	-15.7%	-2.0%	41.7%[activator]	-4.0%	?	-20.6%	1.9%
CC(C)CC(=O)Nc1sc2c(c1C#N)CC(C)(C)NC2(C)C	-0.7%	11.4%	-1.0%	-14.4%	-2.3%	-15.9%	-1.8%	5.7%
O=C(CN1C(=O)NC2(CCCC2)C1=O)NCC1CCCO1 (stereo not given)	3.9%	-1.2%	-5.9%[46 µM]	17.2%	-2.6%	2.4%	-3.1%	-1.5%
CN1CCC(CNC(=O)Nc2csc3ccccc23)CC1	·	3.2%	·	13.6%	0.0%	·	-6.0%	0.3%
O=C(Nc1nccs1)c1ccc(Br)c(S(=O)(=O)N2CCOCC2)c1	-48.6%[inhibitor]	-1.2%	?	4.2%	-4.6%	6.7%	-4.0%	-6.0%
CN=C(Nc1cc(C)nn1-c1ccccc1)c1ccc(F)cc1	0.7%	0.1%	3.4%	-5.0%	-9.2%	9.9%	3.7%	-1.2%
COc1ccc(CCNC(=O)C(=O)NCC2OCCN2S(=O)(=O)c2ccc(Br)cc2)cc1OC (stereo not given)	-69.0%[inhibitor]	-14.5%	?	7.6%	1.3%	?	-6.2%	0.0%
FC(F)(F)c1ccc(N2CCOCC2)c(NC2=NCCCCC2)c1	-4.8%	4.7%	-0.7%	2.5%	1.5%	-7.5%	-9.6%	1.2%
O=C(Cn1cc2c(n1)CCCCC2)NC1CCCCCC1	16.9%	3.9%	-12.5%	2.0%	-10.3%	5.0%	10.6%	1.7%
CCCc1nnc(NC(=O)CCC(=O)N2CCCCCC2)s1	-7.2%	-20.2%	8.1%	-6.9%	i	?	-8.5%	3.3%
CC(Oc1cccc(Cl)c1)C(=O)NCCCCc1ccccc1 (stereo not given)	-9.9%	-2.5%	-13.0%	0.2%	-8.7%	?	2.4%	4.7%
COc1ccc(N2CCN(C(c3nnnn3CCc3ccccc3)C(C)C)CC2)cc1 (stereo not given)	-15.3%	-7.3%	?	-11.0%	-1.4%	10.4%	0.4%	-1.0%
C/C=C1/NN(CCCN2CCN(c3cccc(Cl)c3)CC2)C(=O)N1CCOc1ccccc1	·	-5.5%	?	-17.0%	-1.1%	-3.2%	·	-1.9%
CC1(C)CC(=O)C(CCCN2C(=O)c3ccccc3C2=O)C(=O)C1	-7.1%	-2.3%	7.1%	0.9%	1.7%	-59.8%	-0.3%	0.2%
NS(=O)(=O)c1ccc(N=Cc2c(O)n(-c3nccs3)c(=O)c3ccccc23)cc1	·	-1.6%	·	12.2%	2.7%	·	?	-2.4%
COc1ccc(NC(=O)c2ccc3c(c2)NC(=O)CO3)cc1OC	-2.5%	7.1%	7.8%[46 µM]	3.1%	-1.2%	-1.2%	11.2%	-3.2%
Cc1ccc(C(=O)c2cc([N+](=O)[O-])ccc2N2CCCCC2)cc1	-22.2%	3.5%	?	-0.2%	-10.1%	20µM*	-1.4%	-3.3%
O=C(Nc1ccccc1N1CCCC1)c1cccc(Cl)c1Cl	-4.4%	2.1%	0.6%[46 µM]	32.3%[activator]	-14.0%	2.6%	-1.7%	-3.4%
O=C(COC(=O)C1CCN(S(=O)(=O)c2cccs2)CC1)NCc1ccccc1	11.3%	-0.3%	-2.6%[46 µM]	5.9%	-4.0%	-0.7%	-4.5%	-4.6%
Later entries:
SMILES	SMN2 splice up	TRb SRC2 PPI	Lamin A splicing	GoLoco inh red	RECQ1 helicase	ALDH1A1 inh	KDM4E inh	TexasRed fluor
CC(=O)c1ccc(OC(C)C)c(CN2CCCCC2)c1	0.7%	-9.3%	0.3%	7.8%	-2.2%	?	3.8%	-1.0%
Cn1cnnc1SCC(=O)N1CCc2ccccc21	15.1%	-0.1%	6.6%	-7.2%	i	?	-1.7%	0.5%
C[C@@](Cc1ccccc1)(NC(=O)CN)c1ccccc1	·	-1.9%	·	4.6%	?	-5.6%	0.5%	-2.6%
CC(=O)Nc1cccc(NC(=O)c2c(-c3c(Cl)cccc3Cl)noc2C)c1	-51.7%[inhibitor]	6.5%	?	11.7%	-1.0%	?	6.2%	-0.7%
O=C(O)CC(c1cccc2ccccc12)N1Cc2ccccc2C1=O (stereo not given)	4.3%	15.8%	·	-0.6%	12.3%	5.3%	0.2%	-1.1%
Cc1ccc(C(=O)OC2OC(=O)C(Cl)=C2N2CCOCC2)cc1 (stereo not given)	-9.0%	12.3%	-12.5%	5.4%	-1.9%	12.1%	1.2%	-0.5%

Screening data: PubChem BioAssay, National Center for Advancing Translational Sciences (NCATS)

Some of the compounds tested. The share of hits here may be higher or lower than overall.
